Bioassay records: PubChem BioAssay, National Center for Advancing Translational Sciences (NCATS)
12-hLO inh = inhibitors of human 12-lipoxygenase (ALOX12); 150,000 compounds, 0.12% hits; Potency, µM (doses to about 57.1 µM), without a hit: top-dose activity change, negative = inhibition, most hits filed as inhibitors; purified 12-hLO, xylenol orange hydroperoxide absorbance; AID 1452; P18054; further: potency means the concentration at half of the fitted maximal effect; nearly all actives have a fitted effect of over 55% in size; many of its hits are not listed in these tables
Target sequence (P18054 whole entry, looked up): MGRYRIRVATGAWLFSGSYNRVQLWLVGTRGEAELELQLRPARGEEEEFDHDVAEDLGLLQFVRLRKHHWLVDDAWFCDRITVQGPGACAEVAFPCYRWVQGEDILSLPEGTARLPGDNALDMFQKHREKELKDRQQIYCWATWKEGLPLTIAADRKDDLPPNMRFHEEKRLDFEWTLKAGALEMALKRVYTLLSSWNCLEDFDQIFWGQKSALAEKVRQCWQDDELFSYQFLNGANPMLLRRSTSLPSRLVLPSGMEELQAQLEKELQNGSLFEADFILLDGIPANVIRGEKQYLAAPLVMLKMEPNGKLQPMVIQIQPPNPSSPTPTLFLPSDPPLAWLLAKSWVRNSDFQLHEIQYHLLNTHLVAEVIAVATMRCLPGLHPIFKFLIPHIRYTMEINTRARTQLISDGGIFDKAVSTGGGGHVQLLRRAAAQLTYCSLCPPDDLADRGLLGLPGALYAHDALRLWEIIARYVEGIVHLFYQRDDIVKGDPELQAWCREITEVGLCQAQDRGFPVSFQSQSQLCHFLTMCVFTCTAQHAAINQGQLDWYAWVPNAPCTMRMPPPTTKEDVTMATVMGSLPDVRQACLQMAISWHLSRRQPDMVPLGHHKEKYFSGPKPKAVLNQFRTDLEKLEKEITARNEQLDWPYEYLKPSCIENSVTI
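Xylenol orange chromogenic assay: hydroperoxide from 12hLO oxidises Fe(II), giving red-shifted Fe(III)-XO absorbance. Conditions: 150 nM enzyme, 40 uM arachidonic acid, 25 mM Hepes pH 7.0, 0.01% Triton X-100, 30 min, room temperature.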
ALOX15B inhib = 15-hLO-2 (ALOX15B) enzyme inhibition. O15296. purified 15hLO-2, xylenol orange hydroperoxide absorbance. Potency, µM (titrated, usually from 57.1 µM), inactives show at the highest dose activity change, negative = inhibition, hits mostly inhibitors. 110,000 compounds, 0.56% hits. AID 881; further: potency means the concentration at half of the fitted maximal effect; nearly all actives have a fitted effect of over 60% in size; many of its hits are not listed in these tables
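Screening format was qHTS against 50 nM purified 15hLO-2 in Hepes pH 7.5 with detergent. Activity follows hydroperoxide formation from 45 uM arachidonic acid, measured as 573:405 nm absorbance ratio of the ferric-xylenol orange complex.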
PNC assembly inh = inhibitors of perinucleolar compartment assembly; 140,000 compounds, 3.1% hits; activity change (PNC), negative = inhibition, % at 10 µM; PC3M PTB-GFP, PNC prevalence imaging, 16 h; stronger effect = lower value;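 active means readout at or below -70, meaning at least 70% loss of cells showing the perinucleolar compartment, a nuclear body marking cancer cells; inconclusive means readout between -30 and a set limit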;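 further: plate controls were DMSO wells for no effect and camptothecin positive control wells for full effect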
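PC3M cells stably expressing PTB-GFP, 750–1000 cells/well, treated 16 h at 37 °C with compound (23 nl of library stock), in duplicate. After paraformaldehyde fixation and Hoechst stain, imaged at 20x; PNC prevalence scored by image analysis.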
IMPase inh = IMPase inhibition in cells; P97697; CHO-M1 cells, IP1 accumulation, HTRF TR-FRET ratio; inhibition (IP1 accumulation), % at 46.1 µM; 120,000 tested, under 10 active; AID 901; active means well fitted curve in the direction sought with a large enough effect in the signal ratio, not every such curve was filed as active; inconclusive means small, poorly fitted or top-dose-only effect, or a change in a side signal; inactive means no such curve, though single readings can be large or run the other way; the % refers to the signal ratio;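 further: cells stimulated with carbachol in lithium chloride buffer; plate controls were DMSO basal wells for no effect and reference inhibitor wells for full effect; higher means more IMPase inhibition seen as more IP1 and lower FRET ratio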
Target sequence (P97697 whole entry, looked up): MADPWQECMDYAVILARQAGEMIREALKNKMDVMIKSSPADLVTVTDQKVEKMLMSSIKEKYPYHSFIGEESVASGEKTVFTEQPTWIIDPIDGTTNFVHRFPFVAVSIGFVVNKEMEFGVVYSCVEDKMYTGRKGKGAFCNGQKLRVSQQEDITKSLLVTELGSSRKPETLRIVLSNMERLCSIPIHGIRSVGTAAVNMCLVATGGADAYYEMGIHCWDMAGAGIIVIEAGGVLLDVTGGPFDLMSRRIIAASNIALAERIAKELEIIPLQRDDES
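Carbachol-driven Gq signalling in CHO-M1 cells (2000/well) generates IP1. Compounds that block IMPase raise IP1 and so reduce the FRET signal from Eu-anti-IP1 and d2-IP1 after a 10 min room-temperature lysis.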
An asterisk follows results filed as active; u = inconclusive; x = no result given; & = joins results of further samples; [ ] = dose if it differs, or a comment. Unless noted, the call rests on the fitted dose curve; in most records, active means well fitted curve in the direction sought with a large enough effect; inconclusive means small, poorly fitted or top-dose-only effect, or another doubt; inactive means no such curve, though single readings can be large; an effect the other way counts as inactive or inconclusive. Unless noted, on the % scale 0 is the no-effect control and ±100 the full control effect.

Each structure is followed by: ALOX15B inhib	PNC assembly inh	12-hLO inh	IMPase inh
> CCOC(=O)N1CC=C2C(C#N)=C(N)C(C#N)(C#N)[C@H](c3ccsc3)[C@H]2C1
    -6%	-29	-8%	2
> CCOc1ccc(-c2nnc(-c3cccs3)o2)cc1OCC
    7%	17	-1%	0
> O=C(c1ccco1)N1CCN(C(=O)c2cccc3c2C(=O)N(C2CCCCC2)C3)CC1
    x	-5	1%	x
> O=C(Nc1ccccc1)OCCNC(=O)c1cccc(Cl)c1
    -2%	17	1%	7
> COc1cccc(C2CC(c3cccc(C)c3)n3ncnc3N2)c1 (stereo unspecified)
    10%	-29	-1%	0
> COc1ccc(/C=C2/SC(=O)N(CCC(=O)Nc3ccc(C)cc3)C2=O)cc1OC
    x	3	-5%	-5
> CCOc1cc(/C=N/NC(=O)CN2CCCCC2)ccc1OCc1cccc(Cl)c1
    x	42	-3%	x
> Cc1nn(CCCC(=O)Nc2cc(Oc3ccc(F)cc3)cc([N+](=O)[O-])c2)c(C)c1[N+](=O)[O-]
    x	22	-2%	1
> CCNC(=O)CSc1nnc(-c2ccccc2)n1-c1ccc(OCC)cc1
    6%	-21	-2%	2
> O=c1[nH]cnc2[nH]ncc12
    -3%&-1%	12	-9%&-1%&-6%	-9
> Cn1c(=O)c2c(nc(N3CCCCC3)n2CCSc2nc3ccccc3s2)n(C)c1=O
    -7%	29	-3%	3
> N#C/C(=C1\C(=O)Nc2c(Cl)cc(Cl)cc21)c1nnc2n1CCCCC2
    u	u	-4%	13
> Cc1ccc(OCC(=O)Nc2nnn(C)n2)c(C)c1
    -1%	-22	1%	0
> CC1CCN(C(=O)c2cc3nc(-c4ccccc4)cc(-c4ccccc4)n3n2)CC1
    2%	10	-5%	-2
> CCN(CC)S(=O)(=O)c1ccc2c(c1)nc(CCC(=O)Nc1ccccc1Cc1ccccc1)n2CC
    15%	-7	-6%	u
> COC(=O)C1=C(N)Oc2cc(N(C)C)ccc2C1c1ccccc1OC (stereo unspecified)
    15%	-1	-3%	-9
> O=C(CNC(=O)c1ccccc1F)NC1CC1
    x	-7	-5%	-1
> COc1ccc(N=C2C(=O)Nc3ccccc32)cc1
    -8%	21	-1%	-1
> COc1ccc(-c2cc(C(F)(F)F)nc(SCC(=O)NCc3cccs3)n2)cc1OC
    x	11	1%	x
> Cc1cc(NC(=O)c2cc(-c3ccccc3)on2)no1
    -18%	10	10%	-1
> CCc1cccc(C)c1NC(=O)CCCSc1nc2ccccc2s1
    x	44	1%	x
> O=C(CNC(=O)c1cccc(Cl)c1)N/N=C/C=C/c1ccccc1
    x	u	-3%	x
> c1ccc(Cn2nc(-c3ccccc3)nc2-c2ccccc2)cc1
    x	57	-3%	x
> CC(C)N1C/C(=C/c2cccnc2)C(=O)/C(=C/c2cccnc2)C1
    x	-12	-5%	x
> O=C(O)CSCCn1cccn1
    -7%	35	1%	-4
> CCOC(=O)c1ccccc1NC(=O)Nc1ccc(OC)c(OC)c1
    -4%	-16	0%	-1
> CN(C)c1ccc(Nc2c3c4c(cccc4n(C)c2=O)C(=O)c2ccccc2-3)cc1
    x	u	1%	x
> Nc1nc(SCc2ccccc2Cl)ns1
    x	u	4%	4
> Fc1ccc(Br)cc1/C=N/n1cnnc1
    3%	16	-1%	-2
> O=S(=O)(/N=C(/Nc1ccccc1F)c1ccccc1)c1ccccc1
    -7%	51	0%	4
> CCn1c(N)c(C(=O)NCc2ccc3c(c2)OCO3)sc1=S
    -14%	u	-5%	-3
> Cc1cc(C)c(NC(=S)NC(NC(=O)c2ccccc2)C(Cl)(Cl)Cl)c(C)c1 (stereo unspecified)
    x	9	4%	x
> O=c1[nH]c(SCc2n[nH]c(=S)n2-c2ccccc2)nc2sc3c(c12)CCC3
    -18%	64	-1%	-10
> C=CCn1c(SCC(=O)Nc2nc3ccccc3s2)nnc1-c1ccccc1O
    -24%	47	-14%	14
> O=C(Nc1ccc2c(c1)OCO2)c1cnc2n(c1=O)CCS2
    x	-21	0%	-3
> O=C(c1cccs1)N1CCN(C2CCN(Cc3ccccc3)CC2)CC1
    6%	-20	-4%	10
> COc1ccccc1-n1cnc2sc(-c3ccccc3)cc2c1=O
    11%	-15	3%	1
> O=C(NCC1CCCO1)c1cccc(N2CCCC2=O)c1 (stereo unspecified)
    1%	-2	6%	0
> CCOC(=O)C1CCN(C(=O)CCn2c(=O)[nH]c3ccsc3c2=O)CC1
    -4%	u	-4%	1
> CC(C)NC(=O)CN(C(=O)CCC(=O)Nc1ccccn1)c1ccc(F)c(Cl)c1
    10%	5	-1%	-2
> O=c1[nH]c(N2CCc3ccccc32)nc2c1CCCC2
    4%	25	-1%	7
> CN(C)c1ccc(C2CC(c3ccccc3)=Nc3nc(-c4ccccc4)cn32)cc1 (stereo unspecified)
    x	74	-1%	x
> Cc1nc(C)c(C(=O)C2=C(O)C(=O)N(CCN3CCOCC3)C2c2ccco2)s1 (stereo unspecified)
    5%[2.29 µM]	-13	-1%	-1
> CCOC(=O)c1c(NC(=O)CN2CCCc3ccccc32)sc(C)c1CC
    x	86	2%	-23
> COc1ccc(-c2c(C)nn(Cc3ccccc3)c2N)cc1
    -1%	25	0%	0
> CCN1C(=O)N[C@@H](c2ccccc2)C1=O
    0%[25.6 µM]	x	-5%[25.6 µM]	3[20.6 µM]
> CC(Sc1nc2ccccc2s1)C(=O)NCc1ccc2c(c1)OCO2 (stereo unspecified)
    x	u	-3%	-8
> Cc1ccc(-c2n[nH]c(=S)n2/N=C/c2cccn2C)cc1
    u	24	-6%	2
> COc1cc(C=O)ccc1OCCCOc1ccccc1C(=O)O
    -1%	53	8%	12
> CCC(=O)Nc1c(C)c(CC)nc2ccccc12
    0%	23	-1%	3

For convenience, part of the list above.
Each structure is followed by: ALOX15B inhib	PNC assembly inh	12-hLO inh	IMPase inh
> N#C/C(=C1\C(=O)Nc2c(Cl)cc(Cl)cc21)c1nnc2n1CCCCC2
    u	u	-4%	13
> Cc1ccc(OCC(=O)Nc2nnn(C)n2)c(C)c1
    -1%	-22	1%	0

Carrying on:
Each structure is followed by: ALOX15B inhib	PNC assembly inh	12-hLO inh	IMPase inh
> O=C(COCC(=O)N/N=C/c1ccc(F)cc1)N/N=C/c1ccc(F)cc1
    x	-13	-3%	-3
> Cc1ccc(C(=O)CSC2=C(C#N)C(c3ccco3)C3=C(CC(C)(C)CC3=O)N2)cc1 (stereo unspecified)
    -27%	-4	-13%	-4
> CCOC(=O)C1(Cc2ccc(O)cc2)NC(c2ccco2)C2C(=O)N(c3ccccc3F)C(=O)C21 (stereo unspecified)
    -2%	u	2%	22
> Cn1c(N)c(C(=O)NCc2ccccc2Cl)sc1=S
    1%	45	1%	-5
> OC1(c2cccc(C(F)(F)F)c2)CCN(c2ncnc3c2[nH]c2ccc(F)cc23)CC1
    2%	-21	18µM*	3
> Cc1ccc(N(CC(O)CON=C2c3ccccc3-c3ccccc32)S(C)(=O)=O)cc1 (stereo unspecified)
    -10%	31	-14%	7
> CCCCNC(=S)N/N=C/c1ccc(OCC(=O)Nc2c(C)cc(C)cc2C)c(OC)c1
    x	-82*	-5%	x
> Cc1cccc(NC(=O)COc2nsnc2N2CCOCC2)c1
    -11%	u	-12%	9
> CCOC(=O)C1=C(C)N(CCCCCC(=O)O)C(=O)NC1c1ccccc1Cl (stereo unspecified)
    x	34	-2%	x
> CCCCC(=O)C1CCN(Cc2ccccc2)CC1
    -9%	9	1%	5
> CCC(C)NS(=O)(=O)c1ccc(NC(C)=O)cc1 (stereo unspecified)
    x	15	5%	8
> O=C1C2C(C(=O)N1/N=C/c1ccc(N3CCCCC3)o1)C1C=CC2C12CC2 (stereo unspecified)
    x	-24	-6%	-1
> CCOc1cc(N2CCOCC2)c(OCC)cc1NC(=O)COc1ccc2ccc(=O)oc2c1
    x	-2	4%	8
> O=C(Nc1ccc2c(c1)CCC2)c1cccc(S(=O)(=O)N2CCN(c3ccccc3)CC2)c1
    1%	u	-8%	-3
> CCCN(CCC)CCCNc1ccc2nnc(-c3ccc(F)cc3)n2n1
    3%	-8	5%	10
> Cc1cc(NC(=O)Nc2ccc(N(C)C)cc2)c2cc(F)cc(F)c2n1
    0%	x	1%	37[activator]
> Cc1ccc(NC(=O)CSc2nnc(C3CCCCC3)n2N)cc1F
    1%	-17	-5%	8
> CCOc1ccc2nc(NC(=O)Cc3cccs3)sc2c1
    -3%	1	-6%	2
> CCNc1nc(NC(C)C)nc(N(C#N)Cc2ccccc2)n1
    3%	u	-2%	4
> C/C(=N\OC(=O)c1cccc(Cl)c1)c1sc(C)nc1C
    -3%	u	7%	9
> Cc1ccc(C)c(S(=O)(=O)N2CCN(CC(=O)Nc3ccc4c(c3)OCCO4)CC2)c1
    -5%	34	-1%	12
> CCOC(=O)CNC(=O)C(CO)NC(=O)OCc1ccccc1 (stereo unspecified)
    1%	u	-1%	-5
> COc1ccc(N(C(=O)c2ccco2)S(=O)(=O)c2cc(Cl)c(Cl)cc2Cl)cc1
    -1%	29	-2%	-1
> Cc1ccc2c(C(=O)CSc3ccccc3)c(C)[nH]c2c1
    x	4	0%	-3
> O=S(=O)(Nc1cccnc1)c1cccc(Cl)c1
    1%	43	-3%	4
> Cc1ccc(C(=O)NC2CC3CCC(C2)N3Cc2ccco2)cc1 (stereo unspecified)
    x	u	1%	8
> O=C(Nc1cccc(S(=O)(=O)N2CCOCC2)c1)c1cn(-c2ccccc2)nc1-c1ccccc1
    x	-24	-5%	x
> COc1ccc(CN2CC(C(=O)NCCCN3CCOCC3)CC2=O)cc1 (stereo unspecified)
    -20%	54	-7%	2
> COc1ccc(C(=O)NC(C)(C)C)cc1S(=O)(=O)N1CCCC1
    0%	75	11%	2
> C[C@H](CN(C)C)C(=O)c1ccccc1C(=O)O
    2%[11.4 µM]	x	-6%[11.4 µM]	x
> Cc1ccc(NC(=O)C2CCCN(S(=O)(=O)c3cnc[nH]3)C2)cc1C (stereo unspecified)
    -5%	u	0%	5
> COc1ccc(C(c2sc3nc(C)nn3c2O)N2CCN(CCO)CC2)cc1OC (stereo unspecified)
    2%	-6	0%	25
> Cc1ccc(CNC(=O)C23CN(Cc4ccccc4)CC2C(c2cccc([N+](=O)[O-])c2)=NO3)cc1 (stereo unspecified)
    7%	48	0%	5
> Cc1ccc(C(=O)C2=C(O)C(=O)N(CCN3CCOCC3)C2c2ccccn2)o1 (stereo unspecified)
    -2%	21	-5%	6
> CCc1cc2c(=O)c(-c3nc4ccccc4n3C)coc2c(CN2CCOCC2)c1O
    x	u	-7%	-3
> C=CCNC(=O)c1onc(CSc2ccc(C(C)C)cc2)c1C(=O)O
    -9%	80	3%	2
> O=C(N/N=C/C=C/c1ccccc1)C1CC1c1ccccc1 (stereo unspecified)
    x	10	-1%	1
> CCCCOc1cccc(C(=O)NC(=S)Nc2cccc(NC(=O)c3ccccc3Cl)c2)c1
    x	-10	-1%	x
> CSc1nsc(SCc2ccc(F)cc2)n1
    -5%	7	-3%	-2
> COc1ccc(N/N=C(/C)c2cnnc(-c3ccccc3)n2)cc1
    x	-5	-1%	x
> Cc1cc(O)c(C(C)C)cc1NC1=NS(=O)(=O)c2ccccc21
    -3%	18	1%	-2
> CC1CN(S(=O)(=O)c2ccc(C(=O)Nc3nnc(-c4ccc5c(c4)CCCC5)o3)cc2)CC(C)O1 (stereo unspecified)
    25%	15	3%	-1
> O=C(c1ccc(=O)oc1)N1CCOCC1
    6%	-22	-9%	u
> CCNC(=O)CCC(=O)Nc1cc(Cl)ccc1C
    2%	1	-4%	-1
> Cc1cc(C)nc(-n2ncc3c2CC(c2ccc(C(C)C)cc2)CC3=O)n1 (stereo unspecified)
    x	-1	-3%	x

A portion of the library. The share of hits here may be higher or lower than overall.
